aSyn UTR inh – 5' untranslated region of α-synuclein, MLPCN primary screen; alpha-synuclein 5'UTR reporter, inhibitor activity; inhibition, % (tested at 7.5 µM); 300,000 tested, 0.82% active; AID 1813; in the data active = inhibition above about 60%;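 also: H4 neuroglioblastoma cells stably carrying SNCA 5'UTR luciferase fusion; 0% = DMSO wells and 100% = positive control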
KLF5 inhibitor – inhibitors of KLF5 expression | DLD-1 KLF5 promoter-luciferase reporter, luminescence | inhibition, % at 5 µM | 290,000 tested, 0.23% active;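 active = inhibition above a per-plate limit of that plate's mean compound inhibition plus 3 SD, cut at about 60% in these data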;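 also: 0% = DMSO wells and 100% = LY294002 at 200 µM; higher means less KLF5 promoter-driven luciferase light; inactives centre near -14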
TRPC4 inh – inhibitors of mouse TRPC4 channel. Q9QUQ5. 300,000 tested, 0.39% active. B-score at 10 µM. HEK293 TRPC4beta/mu-opioid, DAMGO-evoked Fluo4 calcium flux; stronger effect = lower value;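 active = B-score over 3 SD under the library average, no early fluorescence shift, positive overall ratio signal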
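material = TRPC4beta/mu-opioid receptor HEK293 cell line | probe or stimulus = sequential submaximal and maximal DAMGO stimulation | compound dosing = one concentration per compound | measured by = Fluo4 Ca2+ flux fluorescence | evaluation = integrated fluorescence ratio relative to baseline, converted to per-well B score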
TRPC4 potent – allosterically enhances the mouse TRPC4 cation channel; Q9QUQ5; HEK293 TRPC4beta/mu-opioid, DAMGO EC20, Fluo-4 Ca2+ flux; stronger effect = higher value; B-score at 10 µM; 310,000 tested, 0.42% active; AID 2227;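 active = B-score of calcium response area above 5 SD of library B-scores, with initial fluorescence ratio within 5 SD of library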;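 also: B-score of integrated fluorescence ratio over time as area under calcium response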
IEC-6 tox – IEC-6 cytotoxicity, counter-screen for KLF5 inhibitors; luminescence viability; inhibition, % at 5 µM; 290,000 tested, 0.78% active; AID 1825; in the data active = inhibition above about 22%;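 also: 0% = plate median of test compound wells and 100% = cytotoxic reference compound wells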
TRPC6 inh – inhibitors of mouse TRPC6 channel. B-score at 10 µM. AID 2553. HEK293-TRPC6, membrane potential dye, ACh-evoked depolarization; stronger effect = lower value. 310,000 tested, 1.1% active. Q61143;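 active = B-score under library mean minus 3 SD, initial fluorescence not abnormally high, positive integrated signal ratio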;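 also: B-score derived from integrated fluorescence ratio over the kinetic read; more negative B-score means stronger inhibition of depolarization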
Target sequence (Q61143 whole entry, looked up): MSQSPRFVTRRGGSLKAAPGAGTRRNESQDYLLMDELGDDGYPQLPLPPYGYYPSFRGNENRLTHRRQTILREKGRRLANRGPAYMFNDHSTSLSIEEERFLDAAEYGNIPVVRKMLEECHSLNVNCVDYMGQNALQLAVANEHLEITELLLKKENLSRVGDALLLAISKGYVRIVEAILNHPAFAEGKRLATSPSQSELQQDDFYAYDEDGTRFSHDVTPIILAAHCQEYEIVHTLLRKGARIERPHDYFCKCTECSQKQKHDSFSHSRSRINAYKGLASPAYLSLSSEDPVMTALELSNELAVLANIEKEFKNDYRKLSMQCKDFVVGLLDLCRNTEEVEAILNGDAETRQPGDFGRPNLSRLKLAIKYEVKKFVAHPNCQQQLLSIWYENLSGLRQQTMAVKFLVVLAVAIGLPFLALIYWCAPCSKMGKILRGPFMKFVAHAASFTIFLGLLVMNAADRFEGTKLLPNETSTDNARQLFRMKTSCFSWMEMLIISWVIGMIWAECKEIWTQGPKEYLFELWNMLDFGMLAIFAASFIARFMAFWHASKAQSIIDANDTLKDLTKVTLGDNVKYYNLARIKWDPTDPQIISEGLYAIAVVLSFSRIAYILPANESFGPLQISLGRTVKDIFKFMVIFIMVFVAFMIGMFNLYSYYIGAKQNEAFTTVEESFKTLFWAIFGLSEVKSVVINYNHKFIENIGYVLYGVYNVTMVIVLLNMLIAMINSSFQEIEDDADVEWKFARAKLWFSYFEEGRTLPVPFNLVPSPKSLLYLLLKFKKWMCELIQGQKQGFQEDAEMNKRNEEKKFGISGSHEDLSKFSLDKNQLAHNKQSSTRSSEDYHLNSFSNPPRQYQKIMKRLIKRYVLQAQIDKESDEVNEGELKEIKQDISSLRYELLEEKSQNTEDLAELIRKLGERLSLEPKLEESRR
SKKanGAS inh – inhibitors of SKKanGAS S. pyogenes growth in kanamycin (SK-promoter or general growth effect). AID 1662. 300,000 tested, 1.3% active. inhibition, % at 7.5 µM. BacTiter-Glo, 6 h;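 active = mean replicate score, as percent of positive control median, at least 50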;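 also: strain carries kanamycin resistance gene driven by streptokinase promoter and grows in 40 µg/ml kanamycin; loss of luminescence reflects streptokinase promoter inhibition or plain growth inhibition; 0% = median of DMSO wells and 100% = positive control at its reference dose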
MrgX1 antag – blocks BAM8-22 activation of human MrgX1 receptor; MRGX1-HEK293 calcium flux, Fluo-4, BAM8-22 antagonism; stronger effect = lower value; B-score at 10 µM; 310,000 tested, 1.3% active; AID 588676;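 active = calcium-response B-score plate-corrected more than 3 library SD below zero, starting fluorescence within 5 deviations, no agonist response on first addition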;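 also: peak minus trough fluorescence over baseline after final BAM8-22 challenge near maximal dose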
TRPC6 activator – activates the mouse TRPC6 cation channel. B-score at 10 µM. Q61143. HEK293-TRPC6 membrane potential dye fluorescence; stronger effect = higher value. AID 2550. 310,000 tested, 0.13% active;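 active = B-score of the integrated fluorescence ratio above library mean plus 3 SD, and starting fluorescence ratio within library mean plus 5 SD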;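 also: higher score means more depolarization so channel activation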
HIF act – HIF pathway transcriptional activation; U2OS HRE-luciferase reporter, luminescence; normalized: DMSO 0%, desferrioxamine 100%; activation, % at 7.5 µM (by protocol); 300,000 tested, 0.32% active; AID 1910;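 active = mean activation of at least 10% of the iron chelator positive control signal, with at least half of replicates also reaching 10%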
TRPC4 act – activators of mouse TRPC4 channel | Q9QUQ5 | B-score at 10 µM | 310,000 tested, 0.49% active | HEK293 TRPC4beta/mu-opioid, Fluo4 calcium fluorescence; stronger effect = higher value;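 active = B-score above 5 SD of library B-scores, and initial fluorescence ratio not above library mean plus 5 SD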;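 also: positive B-score marks a calcium rise read as TRPC4 activation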
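system = HEK293 cells stably co-expressing mouse TRPC4beta and mu-opioid receptor | schedule = Fluo4 dye loading 45 min at room temperature, 110 s recording | measure = B-scored integrated calcium fluorescence ratio | signal = Fluo4 calcium-sensitive dye fluorescence, kinetic, 1 Hz baseline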
* marks the source's active call; other numbers are inactive results; i = inactive; . = not tested or not shown.

SMILES | aSyn UTR inh | KLF5 inhibitor | TRPC4 inh | TRPC4 potent | IEC-6 tox | TRPC6 inh | SKKanGAS inh | MrgX1 antag | TRPC6 activator | HIF act | TRPC4 act
CC(C)NC(NC(=O)/C=C/c1ccccc1)C(Cl)(Cl)Cl (stereo unspecified) | 19 | -9 | i | i | -3 | i | 19 | i | i | 0.2 | i
CCOC(=O)c1cc(-c2ccc(C)cc2)n(CCC(=O)N2CCN(c3ccccn3)CC2)c1C | 3 | -31 | i | i | -1 | i | 25 | i | i | -0.3 | i
Cn1nc(-c2ccccc2)c(C(=O)NC(C(=O)O)c2ccccc2)c1Cl (stereo unspecified) | -7 | -17 | i | i | 3 | i | 14 | i | i | -0.3 | i
CC(SC1=NCCS1)C(=O)Nc1nnc(-c2ccc(F)cc2)s1 (stereo unspecified) | -53 | -41 | i | i | -4 | i | 0 | i | i | 0.8 | i
NC(=O)c1ccc(NCC2CCCO2)c([N+](=O)[O-])c1 (stereo unspecified) | 15 | 18 | i | i | -10 | i | -2 | i | i | -0.9 | i
COc1ccc(OC)c(/C=N/n2c(-c3n[nH]c4c3CCC4)n[nH]c2=S)c1 | -12 | -27 | i | i | 2 | i | 50* | i | i | 0.2 | i
O=C(CN1CCOCC1)n1c2ccccc2c2ccccc21 | 7 | 8 | i | i | 0 | i | -5 | i | i | 0.0 | i
CC1CC(C#N)N(N(C)C)C1=C(C#N)C#N (stereo unspecified) | 38 | 19 | i | i | 2 | i | -3 | i | i | -0.2 | i
CC(O)CNCc1ccccc1C(F)(F)F (stereo unspecified) | -4 | -12 | i | i | -1 | i | -1 | i | i | -0.7 | i
Cc1cc(C)cc(N(CC(=O)NC2CCCCC2)C(=O)CNC(=O)c2ccco2)c1 | -5 | 5 | i | i | 1 | i | 1 | i | i | -0.2 | i
O=C(CN1CCN(c2nc(-c3ccc(F)cc3)cs2)CC1)NCc1ccc2c(c1)OCO2 | 2 | -3 | i | i | 0 | i | 13 | i | i | -0.6 | i
COc1ccc(N2CCN(CCCNC(=O)C3CCCN(S(=O)(=O)c4cnc[nH]4)C3)CC2)cc1 (stereo unspecified) | 4 | -14 | i | i | -5 | i | -1 | i | i | . | i
C=CCn1c(SCC(=O)NNC(=O)Nc2cccc(Cl)c2)nnc1-c1ccccc1 | 14 | -10 | i | i | 3 | i | -2 | i | i | -0.2 | i
COc1ccc(C(CC(=O)O)NS(=O)(=O)c2ccc3c(c2)N(C(C)=O)CC(C)O3)cc1 (stereo unspecified) | 8 | -15 | i | i | 6 | i | 5 | i | i | . | i
CC1CCN(Cc2c(C(=O)N/N=C/c3cccc(C(F)(F)F)c3)nnn2-c2nonc2N)CC1 | 16 | -33 | i | i | 6 | i | 8 | i | i | -0.3 | i
CCOc1ccccc1NC(=O)c1cnc(NS(=O)(=O)c2ccccc2)nc1 | -25 | -28 | i | i | 0 | i | 13 | i | i | -0.3 | i
CSc1cccc(NC(=S)N(CCC(C)C)C2CCN(C(C)=O)CC2)c1 | 8 | -8 | i | i | 3 | i | -1 | i | i | . | i
O=C(CN1CCN(c2ccc(F)cc2)CC1)c1ccc(O)cc1O | 10 | -12 | i | i | -2 | i | 17 | i | i | -0.6 | i
Cn1c(-c2ccc3ccccc3n2)nc2cnccc21 | -74 | -118 | i | i | 6 | i | 1 | i | i | 3.2 | i
CCN(C(=O)CSc1nnc(Cc2cccc3ccccc23)n1N)C1CCS(=O)(=O)C1 (stereo unspecified) | 6 | -1 | i | i | 1 | i | 1 | i | i | 0.1 | i
CSCC[C@H](NC(=O)OC(C)(C)C)C(=O)N1CCC(C(=O)N[C@@H](Cc2c[nH]c3ccccc23)C(=O)O)CC1 | 13 | -61 | i | i | 0 | i | 3 | i | i | -0.5 | i
CCc1ccc(NC(=O)N2CCC(c3ccccc3)C2)cc1 (stereo unspecified) | -172 | -110 | i | i | 0 | i | 2 | i | i | 2.4 | i
CCOC(=O)c1cc(NC(=O)Nc2ccccc2Cl)c(C)nc1C | 13 | -23 | i | i | 2 | i | -1 | i | i | -0.2 | i
CCOc1ccc(NC(=S)N(CCc2ccncc2)C(C)C)cc1 | 6 | -13 | i | i | -2 | i | 3 | i | i | 0.5 | i
O=C1c2ccccc2C(O)N1Cc1cccs1 (stereo unspecified) | 10 | -9 | i | i | 4 | i | -15 | i | i | -0.3 | i
O=C(Cn1ccc2cc(S(=O)(=O)N3CCCCC3)ccc21)NCc1ccccc1F | 13 | -28 | i | i | -10 | i | 12 | i | i | -0.6 | i
Cc1cc(C)c(S(=O)(=O)N2CCOCC2)c(C)c1N(C)S(=O)(=O)c1ccccc1 | 6 | -20 | i | i | -12 | i | 15 | i | i | -1.6 | i
Cc1cccc(OCC(=O)O/N=C(\N)c2ccccn2)c1C | -172 | -64 | i | i | -1 | i | 3 | i | i | 3.5 | i
CCOC(=O)C(CC)Sc1nnc(COc2ccc(C)cc2)n1-c1ccccc1 (stereo unspecified) | -18 | 4 | i | i | -2 | i | 0 | i | i | 0.0 | i
CCOC(=O)c1cc(C)n(-c2ccccc2)c1C | -49 | -4 | i | i | -11 | i | -1 | i | i | 3.0 | i
CC(=O)c1ccc(NC(=O)CCC(=O)OCC(F)(F)C(F)F)cc1 | -29 | -1 | i | i | 11 | i | 5 | i | i | 1.0 | i
CC(NC(=O)c1cccnc1Sc1ccccc1)c1ccc(S(N)(=O)=O)cc1 (stereo unspecified) | 8 | -19 | i | i | 1 | i | -2 | i | i | 0.4 | i
CCn1cc(C(=O)O)c(=O)c2cnc(N3CCN(C(=S)Nc4ccc(F)cc4)CC3)nc21 | -9 | -11 | i | i | 2 | i | 9 | i | i | . | i
Cc1cccc(NC(=O)CSc2n[nH]c(-c3ccncc3)n2)c1 | 8 | -3 | i | i | 2 | i | -1 | i | i | -13 | i
C/C(=N\Nc1ccccc1)c1c(O)cc(C)oc1=O | -26 | -9 | i | i | -3 | i | -9 | i | i | 0.0 | i
COc1ccc2c(c1)c(=O)oc1cc(OCC(=O)NCC3CCC(C(=O)O)CC3)ccc12 (stereo unspecified) | 0 | -16 | i | i | -8 | i | 25 | i | i | 0.3 | i
COc1ccc(NC2CCCN(C(=O)Cn3ccc(C)n3)C2)cc1OC (stereo unspecified) | 0 | -17 | i | i | 2 | i | 0 | i | i | -0.5 | i
Cc1cc(C)nc(N/C(=N/S(=O)(=O)Cc2ccccc2)Nc2ccccc2)n1 | -19 | 5 | i | i | -8 | i | -14 | i | i | -0.2 | i
CC1=C(C(=O)Nc2ccccc2)C2(CCCCC2)C(C#N)=C(SCC(N)=O)N1 | 10 | -3 | i | i | -2 | i | -11 | i | i | -0.1 | i
COc1ccc(/C=C2/C(=O)ON=C2C)cc1Cl | 3 | -20 | i | i | -1 | i | -1 | i | i | -0.1 | i
O=C(/C=C/c1ccco1)NC(=S)Nc1ccc(C(=O)O)cc1 | 14 | -17 | i | i | -24 | i | -5 | i | i | -14 | i
CCCc1cc(=O)n2[nH]c(NCc3c(F)cccc3Cl)nc2n1 | 6 | -9 | i | i | -9 | i | -7 | i | i | -0.6 | i
Clc1cccc(Cl)c1-c1noc(-c2ccno2)n1 | -9 | -39 | i | i | -5 | i | -6 | i | i | -0.3 | i
O=C(CSc1cccc[n+]1[O-])c1ccccc1Br | -11 | 4 | i | i | 85* | i | 10 | i | i | 0.2 | i
CCN(C1CCCCC1)S(=O)(=O)c1ccc(C(=O)O)cc1 | 17 | -12 | i | i | 2 | i | -3 | i | i | -0.4 | i
CC(=O)N(CN1C(=O)CCC1=O)c1ccc(Cl)c(Cl)c1 | -13 | -24 | i | i | -1 | i | 3 | i | i | -0.2 | i
CCOc1cc(C(=O)OCC(=O)Nc2ncc(Cl)c(C)c2Cl)ccc1OCC(=O)N1CCOCC1 | -19 | -10 | i | i | 0 | i | 3 | i | i | -1.5 | i
CCOC(=O)c1c2n(c3ccc(OC(C)=O)cc13)CCC2 | 0 | -24 | i | i | -2 | i | -12 | i | i | -0.5 | i
CC(C)N1CC(C(=O)Nc2ccc(F)c(Cl)c2)CC1=O (stereo unspecified) | -6 | -31 | i | i | -3 | i | -2 | i | i | 1.0 | i
COC(=O)C(C)Oc1ccc(-c2nccc(-c3ccc(F)cc3)n2)cc1 (stereo unspecified) | -1 | -41 | i | i | 5 | i | -3 | i | i | 1.3 | i
Next part.
SMILES | aSyn UTR inh | KLF5 inhibitor | TRPC4 inh | TRPC4 potent | IEC-6 tox | TRPC6 inh | SKKanGAS inh | MrgX1 antag | TRPC6 activator | HIF act | TRPC4 act
C/C(Nc1ccc(C)cc1)=C(/C#N)C(N)=O | -20 | -3 | i | i | -5 | i | 5 | i | i | 0.9 | i
COc1ccc(C(=O)Nc2ccc(N3CCN(C)CC3)cc2)cc1OC | -82 | -93 | i | i | -3 | i | 0 | i | i | 2.2 | i
O=C(NCC1CCCO1)c1cc(-c2ccccc2)nc2ccc(Br)cc12 (stereo unspecified) | -52 | -12 | i | i | 9 | i | -4 | i | i | 0.0 | i
Cc1c(O)ccc2c(=O)c(-c3nncn3-c3ccccc3)coc12 | . | -30 | i | i | -2 | i | 3 | i | i | . | i
O=C(O)c1ccccc1SCC(=O)N1c2ccccc2Sc2ccccc21 | 2 | -23 | i | i | -3 | i | 6 | i | i | -0.1 | i

Two consecutive records already listed, for reference:
SMILES | aSyn UTR inh | KLF5 inhibitor | TRPC4 inh | TRPC4 potent | IEC-6 tox | TRPC6 inh | SKKanGAS inh | MrgX1 antag | TRPC6 activator | HIF act | TRPC4 act
C/C(Nc1ccc(C)cc1)=C(/C#N)C(N)=O | -20 | -3 | i | i | -5 | i | 5 | i | i | 0.9 | i
COc1ccc(C(=O)Nc2ccc(N3CCN(C)CC3)cc2)cc1OC | -82 | -93 | i | i | -3 | i | 0 | i | i | 2.2 | i

Some of these compounds in order of molecular weight, low to high:
SMILES | aSyn UTR inh | KLF5 inhibitor | TRPC4 inh | TRPC4 potent | IEC-6 tox | TRPC6 inh | SKKanGAS inh | MrgX1 antag | TRPC6 activator | HIF act | TRPC4 act
Cc1c(O)ccc2c(=O)c(-c3nncn3-c3ccccc3)coc12 | . | -30 | i | i | -2 | i | 3 | i | i | . | i
COC(=O)C(C)Oc1ccc(-c2nccc(-c3ccc(F)cc3)n2)cc1 (stereo unspecified) | -1 | -41 | i | i | 5 | i | -3 | i | i | 1.3 | i
O=C(O)c1ccccc1SCC(=O)N1c2ccccc2Sc2ccccc21 | 2 | -23 | i | i | -3 | i | 6 | i | i | -0.1 | i
O=C(NCC1CCCO1)c1cc(-c2ccccc2)nc2ccc(Br)cc12 (stereo unspecified) | -52 | -12 | i | i | 9 | i | -4 | i | i | 0.0 | i
